Screens deposited in PubChem BioAssay by ICCB-Longwood Screening Facility, Harvard Medical School.
PV pol inh – poliovirus RNA polymerase inhibition; P03300; poliovirus polymerase elongation, fluorescence polarization; active compounds read low; % elongation, % (compound at 16.7 µg/mL); 150,000 compounds, 0.66% hits; AID 588519; in the data active = % elongation below about 90%; also: some results filed as inactive read as strong as hits
Target sequence (P03300 1749-2209 limits assumed): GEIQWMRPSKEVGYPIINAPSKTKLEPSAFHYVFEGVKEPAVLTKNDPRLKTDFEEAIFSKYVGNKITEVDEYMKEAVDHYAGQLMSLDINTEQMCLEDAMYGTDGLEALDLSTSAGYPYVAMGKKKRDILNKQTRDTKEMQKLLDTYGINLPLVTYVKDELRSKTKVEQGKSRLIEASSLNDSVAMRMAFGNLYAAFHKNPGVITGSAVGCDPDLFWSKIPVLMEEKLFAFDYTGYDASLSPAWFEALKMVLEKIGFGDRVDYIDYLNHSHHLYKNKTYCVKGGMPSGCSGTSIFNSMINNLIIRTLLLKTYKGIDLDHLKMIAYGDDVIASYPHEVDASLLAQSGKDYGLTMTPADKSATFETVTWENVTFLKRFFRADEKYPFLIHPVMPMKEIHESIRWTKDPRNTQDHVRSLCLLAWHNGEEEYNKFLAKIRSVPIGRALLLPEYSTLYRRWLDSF
PV pol inh FP z-score – recorded beside PV pol inh, whose call it bears; z-score; measured here: FP z-score; hits read low
Active calls of the source: *.

SMILES	PV pol inh	PV pol inh FP z-score
O=C(NC1CCCCC1)NC(c1ccc(Cl)cc1)c1nnc(-c2ccccc2)o1 (configuration not stated)	103	1.2
N#Cc1cc2c(=O)n3ccccc3nc2n(-c2nnc(SCc3ccccc3F)s2)c1=O	111	0.7
CCCNC(=O)Nc1ccccc1N1CCCCC1	97	-0.7
N/C(CN1CCSCC1)=N\O	101	-0.2
Cc1ccccc1NC1C=CS(=O)(=O)C1 (configuration not stated)	99	-0.3
CC(C)Cn1nnc2c(=O)oc3ccccc3c21	101	0.1
CC(C)c1ccc(OCC(=O)Nc2c(C(=O)c3ccc(F)cc3)oc3ccccc23)cc1	104	-0.1
NC(=O)CCN1CCN(S(=O)(=O)/C=C/c2ccccc2)CC1	105	0.4
CCOc1cc(C(=O)Nc2ccc(-c3nnc4n3CCCCC4)cc2)cc(OCC)c1OCC	104	-0.5
Cc1ccc(CSC2=Nc3ccccc3C3=NC(CC(=O)NC4CCCCC4)C(=O)N23)c(C)c1 (configuration not stated)	108	0.3
COc1ccc(NC(=O)c2nnn(Cc3nc(-c4cc(OC)c(OC)c(OC)c4)oc3C)c2C)cc1Cl	102	-1.1
Cc1ccc(C(C)C)c(OC(C)C(=O)NCC2(N(C)C)CCCCC2)c1 (configuration not stated)	103	-0.9
CC(c1ccccc1F)n1cc(C(=O)NCCCn2ccnc2)nn1 (configuration not stated)	103	0.6
c1csc(-c2csc3nc(CN4CCOCC4)nc(Sc4ncn[nH]4)c23)c1	101	-0.1
COc1ccc(CC(=O)NCC(c2cccs2)S(=O)(=O)c2ccc(F)cc2)cc1 (configuration not stated)	112	1.1
CN(CC(=O)NC1CCCCC1)c1nnc(N2CCCC2=O)s1	103	0
N=c1c[n+](CC23CC4CC(CC(C4)C2)C3)[n-]o1	101	0
O=C(Nc1ccc(F)c(Cl)c1)C1CCN(C(=O)c2ccc(F)cc2)CC1	108	1
COC(=O)c1sc2nc(-c3ccccc3)cc(-c3ccccc3)c2c1N	99	-0.6
COc1cc(/C=C/C(=O)O)cc(Cl)c1O	98	-0.1
C[n+]1ccc(/C=C\c2ccco2)c2ccccc21	106	1.1
Cc1ccc(C(C(=O)NC2CCCCC2)N(C)C)cc1 (configuration not stated)	99	-0.3
CCc1ccc(NS(=O)(=O)c2ccc3[nH]cc(C(=O)N4CCCCCC4)c(=O)c3c2)cc1	105	-1.1
CCC(CC)C(=O)NCCc1ccc(OC)c(OC)c1	102	0.5
CCC(=O)OCC(=O)Nc1cccc2ccccc12	101	-0.1
Cc1ccc(C)c(Nc2nc3c(S(=O)(=O)c4ccc(C(C)C)cc4)nnn3c3ccsc23)c1	101	-0.7
Cc1ccc2[nH]c(-c3ccccc3)c(CN3CCCC(C)C3)c(=O)c2c1 (configuration not stated)	101	-0.1
CCOC(=O)c1c(C)[nH]c(CCC(=O)Nc2cc(C)cc(C)c2)c1C	103	-1.3
CCCN1CCN(CC2=C(C(=O)OCC)C(c3ccc(Cl)cc3)NC(=O)N2)CC1 (configuration not stated)	110	0.6
OCCN(Cc1ccccc1)c1ncnc2c1oc1ccccc12	100	-0.3
COCCCNC(=O)CSc1nc(-c2ccccc2)[nH]c1-c1ccc(C)cc1	107	-1.4
Nc1cc(Cl)ccc1Cl	101	-0.3
O=C(CN1C(=O)C2CC=CCC2C1=O)NC1=NCCS1 (configuration not stated)	101	-0.5
CCCCN1C(=O)CC(NNCc2ccccc2)C1=O (configuration not stated)	103	0.4
COc1cc(NC(=O)c2nc(-c3ccc(Cl)cc3)n3c2CCCCC3)cc(OC)c1OC	112	1.2
COc1ccc(N(C)C(=O)CCn2cnc3onc(-c4ccc(F)cc4)c3c2=O)c(OC)c1	106	0.2
O=S(=O)(c1ccc(Cc2ccc(S(=O)(=O)N3CCC4(CC3)OCCO4)cc2)cc1)N1CCC2(CC1)OCCO2	102	0.6
CC1CCN(S(=O)(=O)c2ccc3c(ccc(=O)n3CC(=O)Nc3cccc(F)c3)c2)CC1	114	1.6
O=C(Cn1ncc2c(=O)oc3ccccc3c21)Nc1cccc(Cl)c1	100	-1.1
CCc1nnc(SCc2cccc(Cl)c2)c2cc3sccc3n12	110	0
CC(C)NC(=S)N/N=C/c1ccn[nH]1	103	0.3
Cc1ccc(NC(=O)c2ccccc2C)cc1	100	-0.4
O=C(c1ccccc1)c1ccccc1NC(=O)c1ccccc1C(=O)O	112	1.1
COc1cccc(NC(=O)C2CCN(S(=O)(=O)c3cccc4nonc34)CC2)c1	108	0.6
Oc1ccc(NC(=S)Nc2ccc(O)cc2)cc1	106	1.2
Cc1ccc(CN2CCSc3ccc(C(=O)NCC(C)c4ccccc4)cc32)cc1 (configuration not stated)	105	0.1
CC(=O)NC1(c2ccccc2)CCNCC1	102	0.3
Cc1cc(Br)ccc1NCc1ccc2c(c1)OCO2	103	0.4
COc1cccc(CNc2ncn[nH]2)c1	103	0.2
CCN(CC)CCc1c(O)n(-c2ccccc2)n(-c2ccccc2)c1=O	102	0
Cc1ccc(-n2ccnc(NCc3ccccc3)c2=O)cc1C	110	0.8
COc1ccc(CCNC(=O)c2ccc(Nc3nc4ccccc4n4nnnc34)cc2)cc1OC	104	-0.3
Cn1c(SCC(=O)NC2C3CC4CC(C3)CC2C4)nnc1-c1cccnc1 (configuration not stated)	102	-0.1
Oc1ccc(NCc2ccccc2OCc2ccc(Cl)cc2)cc1	93	-2.1
C#CCn1c(=NC(=O)C(C)C)sc2cc(Br)ccc21	99	-1
CCc1ccc(S(=O)(=O)N2CCN(S(=O)(=O)c3ccc(CC)cc3)C(C)C2)cc1 (configuration not stated)	102	0.2
C=CCC(CC=C)(NC(=O)c1ccccc1)c1ccccc1	109	0.7
COc1ccccc1NC(=O)Nc1ccc(N2CCOCC2)cc1	98	0.1
O=c1[nH][nH]c(=S)n1-c1ccc2c(c1)OCCO2	102	-0.8
Cc1ccc(N(C)C(=O)n2cnc3ccccc32)cc1	99	-0.5
The list goes on:
SMILES	PV pol inh	PV pol inh FP z-score
Clc1ccc(CN2CCC(CNc3ncnc4onc(-c5ccc(Cl)cc5)c34)CC2)cc1	105	-0.5
O=C(CSc1nc(=O)n2ccccc2n1)NC1CCCC1	98	-1.6
O=C(c1ccc(F)cc1)c1ccc(N2CCCCC2)cc1	99	-0.5
CCCNc1nc(Cl)nc(NCCC)n1	105	0.2
Cc1ccc(C)c2nc(SCC(=O)NC3CCCCC3)c(C#N)cc12	103	0.3
CSc1cccc(NC(=O)Cn2cnc(S(=O)(=O)N3CCc4ccccc43)c2)c1	102	0.4
CS(=O)(=O)N1CCc2cc(S(=O)(=O)Nc3ccc4c(c3)COC4=O)ccc21	104	0
CNC(=O)CSc1nnc2c(C)cc3ccc(OC)cc3n12	101	-0.3
OC(CON=C1c2ccccc2-c2ccccc21)Cn1nnc2ccccc21 (configuration not stated)	103	0.2
N#C/C(=N\Nc1ccc(F)cc1)C(=O)NCC1CCCO1 (configuration not stated)	103	0.5
Cc1cc(OCC(=O)N(C2CC2)C2CCS(=O)(=O)C2)ccc1Cl (configuration not stated)	106	0.6
COc1ccc(C(=O)n2nc(-c3ccco3)nc2NCc2cccs2)cc1OC	99	-1.6
CCc1ccc(NS(=O)(=O)c2ccc3[nH]cc(C(=O)N4CCCC4)c(=O)c3c2)cc1	98	-2.1
CC(C)N(Cc1ccccc1)C(=O)Cn1ncc2c3ccccc3n(Cc3ccccc3)c2c1=O	106	-0.2
CC(=C1C(=O)c2ccccc2C1=O)N1CCC(C(N)=O)CC1	100	-0.5
Cc1c(Cl)cccc1NC(=O)CSc1nc2ncccc2o1	101	-1.1
O=C(Cc1ccccc1)NCc1ccc2c(c1)OCO2	94	-1
CCOc1ccccc1CNc1ccc2cc(S(=O)(=O)N3CCC(C)CC3)ccc2n1	102	-1.1
COc1cccc2sc(N3CCN(C(=O)CS(=O)(=O)c4ccc(Cl)cc4)CC3)nc12	107	0.1
CSCCn1c(-c2ccccc2)cc(C(=O)N2CCOCC2)c1C	102	0.1
Cn1cnnc1SCc1ccc(C(=O)N/N=C2\CCSC2)cc1	100	0
Nc1ccc(-c2nc3c(Cl)c(N)ccc3[nH]2)cc1Cl	100	-0.3
CC(C)CN1C(=O)C(=Nc2cccnc2)c2ccccc21	100	-0.7
CCN(CC)c1ccc2cc(-c3nc(-c4ccccc4)no3)c(=O)oc2c1	44	-9.7
Cc1ccc2c(Cl)cc(Cl)c(OCC(=O)N3CCCC3)c2n1	104	0.8
CCn1cc(C(=O)NCC(OC)OC)c(=O)c2cc(S(=O)(=O)N3CC(C)CC(C)C3)ccc21 (configuration not stated)	101	0
O=c1/c(=C\c2ccncc2)sc2nc3ccccc3n12	63*	-4.2*
CCC(=O)Nc1ccc(-c2nc3ccc(NC(=O)CC)cc3[nH]2)cc1	104	0.5
O=C(NC(=O)c1ccccc1)Oc1ccc(F)cc1	101	0.3
Cc1ccc(C(=O)N(CC#N)CC#N)cc1	102	0
Fc1ccc(-c2cn3nc4c(nc3n2)CCCC4)cc1	96	-1
COc1ccc(S(=O)(=O)N2CCn3c(nc4ccccc43)C2)cc1OC	101	0.3
O=C(O)c1cc2c(s1)CCCCC2	100	-0.4
COc1ccc(-c2nc(=S)c3c(n2CCN2CCOCC2)CC(C)(C)OC3)cc1	99	-0.7
N#Cc1ccc(COC(=O)C2CN(Cc3ccc(C#N)cc3)CCS2)cc1 (configuration not stated)	104	0
COc1cccc(CNC(=O)c2cc(S(=O)(=O)N3CCCCCC3)cn2C)c1	99	-1.5
O=C1OC(C(=O)Nc2cccc(Br)c2)Cc2ccccc21 (configuration not stated)	102	-0.7
COc1cc(/C=C2/SC(=Nc3ccccc3)N(CCc3ccccc3)C2=O)ccc1OCC(N)=O	104	0.6
CCOc1ccc(C(=O)c2ccccc2C(=O)O)cc1OCC	47*	-8.2*
Cc1nc(N)nc(OCC(F)(F)C(F)F)c1Br	101	0.3
CN(C)C(=O)c1ccc(-c2n[nH]c(=O)c3ccccc23)cc1	102	0.4
CC(C)NC(=O)c1ccc(-c2ccccc2)s1	105	1
O=C(NC1CCN(Cc2ccccc2)CC1)c1ccc(NS(=O)(=O)c2cccs2)cc1	97	-0.3
O=C(Nc1ccc2c(c1)N(C1CCCC1)C(=O)c1ccccc1S2)c1ccccc1	107	0.3
CCOC(=O)N1CCC(N2Cc3ccc(C(=O)NCc4ccccc4OC)cc3C2=O)CC1	100	-0.2
COc1cc2c(cc1OC)C(c1ccc(C)s1)CC(=O)N2 (configuration not stated)	103	0.4
CN(C)c1ccc(C=C2C(=O)NC(=S)NC2=O)cc1	102	0.4
CCCn1nnnc1Cn1cnc2scc(-c3ccc(C)s3)c2c1=O	107	0.6
COc1ccc(Nc2oc(-c3ccc(COc4ccc(OC)cc4)o3)nc2C#N)cc1	100	-1.4
O=C(c1ccc2c(c1)OCCO2)N(Cc1cccnc1)c1nc2ccc(Cl)cc2s1	108	0.1
CC(=O)NC1(C(F)(F)F)N=C(c2ccc(C)cc2)NC1=O (configuration not stated)	99	-0.7
Cc1cc(C(=O)CSc2n[nH]c(-c3cccs3)n2)c(C)n1-c1nccs1	103	-0.1
Cc1cccc(C(=O)Nc2cc3c(cc2N2CCOCC2)n(C)c(=O)n3C)c1	98	-1.9
CCOC(=O)c1c(-c2ccco2)csc1NC(=O)Cn1cnc2ccccc2c1=O	107	0.7
COC(=O)c1ccc(S(=O)(=O)N(CCO)Cc2cc3cc(OC)c(OC)cc3[nH]c2=O)cc1	102	0
CC(C)(C)C(=O)COC(=O)C1(c2ccc(F)cc2)CCCC1	104	1.4
CSc1cccc(NC(=O)CCc2nc(C3=CCN(C)CC3)no2)c1	101	-0.5
COC(=O)c1ccc(OCC(O)CN2C(=O)c3ccccc3C2=O)cc1 (configuration not stated)	102	0
O=C(OCN1C(=O)c2ccccc2C1=O)c1ccc2c(c1)C(=O)N(Cc1ccco1)C2=O	103	0.2
CCc1cccc(OCC(=O)Nc2ccc(S(=O)(=O)Nc3cc(C)nc(C)n3)cc2)c1	103	-0.7
CCN(C(C)=O)c1nc(CSc2nnc(C3CCCCC3)n2N)cs1	97	-0.8

Structural class: the entries above with an NH in an aromatic ring.
SMILES	PV pol inh	PV pol inh FP z-score
c1csc(-c2csc3nc(CN4CCOCC4)nc(Sc4ncn[nH]4)c23)c1	101	-0.1
CCc1ccc(NS(=O)(=O)c2ccc3[nH]cc(C(=O)N4CCCCCC4)c(=O)c3c2)cc1	105	-1.1
Cc1ccc2[nH]c(-c3ccccc3)c(CN3CCCC(C)C3)c(=O)c2c1 (configuration not stated)	101	-0.1
CCOC(=O)c1c(C)[nH]c(CCC(=O)Nc2cc(C)cc(C)c2)c1C	103	-1.3
COCCCNC(=O)CSc1nc(-c2ccccc2)[nH]c1-c1ccc(C)cc1	107	-1.4
CC(C)NC(=S)N/N=C/c1ccn[nH]1	103	0.3
COc1cccc(CNc2ncn[nH]2)c1	103	0.2
O=c1[nH][nH]c(=S)n1-c1ccc2c(c1)OCCO2	102	-0.8
CCc1ccc(NS(=O)(=O)c2ccc3[nH]cc(C(=O)N4CCCC4)c(=O)c3c2)cc1	98	-2.1
Nc1ccc(-c2nc3c(Cl)c(N)ccc3[nH]2)cc1Cl	100	-0.3
CCC(=O)Nc1ccc(-c2nc3ccc(NC(=O)CC)cc3[nH]2)cc1	104	0.5
CN(C)C(=O)c1ccc(-c2n[nH]c(=O)c3ccccc23)cc1	102	0.4
Cc1cc(C(=O)CSc2n[nH]c(-c3cccs3)n2)c(C)n1-c1nccs1	103	-0.1
COC(=O)c1ccc(S(=O)(=O)N(CCO)Cc2cc3cc(OC)c(OC)cc3[nH]c2=O)cc1	102	0

An excerpt of these results, bar-delimited.
canonical_smiles | PV pol inh | PV pol inh FP z-score
CCc1cccc(OCC(=O)Nc2ccc(S(=O)(=O)Nc3cc(C)nc(C)n3)cc2)c1 | 103 | -0.7
CCN(C(C)=O)c1nc(CSc2nnc(C3CCCCC3)n2N)cs1 | 97 | -0.8

A portion of the library; count on the stated rates, not on these rows.
